Screening data deposited in PubChem by several laboratories.
Yeast life ext: compounds extending yeast replicative lifespan, primary screen, S. cerevisiae, OD615; S. cerevisiae growth with nicotinamide; deaD strain in restrictive glucose medium; inhibition of the nicotinamide effect, % at 10 µM; hit rate 0.68% among 130,000; AID 775, 2007;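 active means inhibition above a set limit, placed 3 SD over the median of all compounds, cut at about 26% in these data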;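 further: 0% = nicotinamide-treated wells and 100% = cells grown without nicotinamide; some compounds called inactive have numbers as strong as hits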
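assay system = DeaD-strain S. cerevisiae | measured by = absorbance at 615 nm | probe or stimulus = nicotinamide 1.5 mM | buffer or medium = CSMM-D glucose medium, restrictive | times = 48 h at 30 °C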
Phagocytosis inh: inhibitors of macrophage phagocytosis, primary screen, imaging, J774A.1 cells, IgG beads; AID 1029, 2008; inhibition, % at 5 µM; J774A.1 macrophage IgG-bead phagocytosis; hit rate 0.07% among 110,000;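 active means inhibition above the mean of the plate negative controls plus 5 SD, cut at about 13% in these data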;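 further: phagocytic index as fraction of beads internalized from green versus red external bead signal; plate controls were DMSO negative control for no effect and cytochalasin-D positive control for full effect; some results beyond the cut were filed as inactive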
Measles CPE: compounds protecting cells from measles virus cytopathic effect, primary screen, measles RdRp inhibitor project, single point, MLSMR library, absorbance; Measles virus-infected cells, CPE protection; protection (pct of control), % at 4 µM; hit rate 1.5% among 140,000; in the data active means protection mostly above about 24%, no sharp cut-off; inactive means mostly below about 26%; further: some compounds called inactive have numbers as strong as hits
E-sel TNF inh: E-selectin induction blockers in HUVEC – imaging, immunofluorescence, high content, primary screen; HUVEC TNFa-induced E-selectin immunofluorescence; inhibition, % at 2 µM; hit rate 0.71% among 120,000; AID 1246, 2008;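 active means inhibition above the batch mean plus 3 SD, and confirmed as a hit on visual image review, cut at about 43% in these data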;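 further: 0% = TNF-stimulated DMSO wells and 100% = unstimulated control wells; not every result past the cut was called active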
bCat KO growth: primary screen for growth suppressors in beta-catenin knockout HCT116 cells (colon tumor, human). HCT116 beta-catenin knockout viability, CellTiter-Glo, 60 h; active compounds read low. AID 818, 2007. hit rate 1.5% among 140,000. viability, % at 10 µM;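 active means viability at or under a set limit, the compound median less 4 SD, cut at about 6% in these data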;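 further: 0% = Hyamine 1622 control at 20 µM and 100% = untreated cell control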
GALR2 blocker: GALR2 antagonists in receptor-expressing cells, primary screen; Galanin receptor type 2 (Homo sapiens), O43603; hit rate 0.39% among 140,000; antagonist mode; inhibition, % at 4 µM; AID 828, 2007; in the data active means inhibition above about 27%;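 further: cells stimulated with galanin 1-16 at roughly its EC80; 0% = agonist challenge control and 100% = basal control without agonist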
Target sequence (O43603 whole entry, looked up): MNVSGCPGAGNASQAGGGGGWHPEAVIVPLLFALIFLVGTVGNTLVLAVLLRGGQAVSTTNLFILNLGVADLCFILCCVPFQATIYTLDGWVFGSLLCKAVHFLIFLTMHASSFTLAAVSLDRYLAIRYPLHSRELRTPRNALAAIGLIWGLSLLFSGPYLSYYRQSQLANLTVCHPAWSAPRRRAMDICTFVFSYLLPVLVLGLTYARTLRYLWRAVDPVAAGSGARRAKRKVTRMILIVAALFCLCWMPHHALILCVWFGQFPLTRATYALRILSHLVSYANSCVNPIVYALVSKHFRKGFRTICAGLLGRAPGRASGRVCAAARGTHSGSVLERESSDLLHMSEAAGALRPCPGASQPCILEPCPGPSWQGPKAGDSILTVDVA
HCT116 PTEN-null: growth suppression of PTEN-null HCT116, primary screen, cell-based, CellTiter-Glo | HCT116 PTEN-null viability, 60 h; active compounds read low | viability, % at 10 µM | hit rate 1.2% among 140,000 | AID 827, 2007;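 active means viability at or below a set limit, 4 SD under the median of all tested compounds, cut at about 3.7% in these data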;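 further: PTEN knockout HCT116 line with beta catenin targeted HCT116 as companion control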
NPY-Y2 antag: NPY-Y2 receptor antagonists, primary screen, cell-based; inhibition, % at 2.7 µM; hit rate 0.99% among 140,000; NPY-Y2 expressing cells, antagonist mode; Neuropeptide Y receptor type 2 (Homo sapiens), P49146; in the data active means inhibition above about 17%;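 further: 0% = vehicle with agonist challenge and 100% = reference antagonist with challenge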
Target sequence (P49146 whole entry, looked up): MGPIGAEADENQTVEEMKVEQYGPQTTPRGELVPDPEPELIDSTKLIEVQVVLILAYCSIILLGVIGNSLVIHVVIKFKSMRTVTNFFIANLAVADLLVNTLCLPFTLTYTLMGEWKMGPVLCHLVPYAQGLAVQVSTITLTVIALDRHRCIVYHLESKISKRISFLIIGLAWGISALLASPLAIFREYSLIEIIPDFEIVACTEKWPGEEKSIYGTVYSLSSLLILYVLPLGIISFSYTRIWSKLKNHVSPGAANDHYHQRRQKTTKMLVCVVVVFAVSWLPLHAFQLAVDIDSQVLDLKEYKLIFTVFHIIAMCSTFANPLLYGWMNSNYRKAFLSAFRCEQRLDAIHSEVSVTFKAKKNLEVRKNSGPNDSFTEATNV
MRP-1 activ: H69AR viability gain despite doxorubicin, primary screen, MRP-1 activator project, H69AR cells, CellTiter-Glo; hit rate 0.61% among 140,000; viability rescue; viability increase, % at 10 µM;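 active means viability gain under doxorubicin at or above a set limit, the compound median plus 3 SD, cut at about 4.7% in these data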;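 further: MRP-1 overexpressing cells given doxorubicin 25 µM after compound pretreatment; 18-22 h compound pretreatment then 72 h with doxorubicin before readout; 0% = doxorubicin-only wells and 100% = vehicle-treated cells without doxorubicin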
Yeast growth inh: growth inhibitors of yeast BB579 in restrictive medium, primary screen, yeast lifespan-shortening project, S. cerevisiae | hit rate 0.51% among 140,000 | inhibition, % at 10 µM | OD615, 48 h;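 active means inhibition above a set limit, 3 SD over the mean compound inhibition, cut at about 44% in these data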; further: inactives centre near -24
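System: Saccharomyces cerevisiae DeaD strain BB579, replicative lifespan model yeast. Buffer or medium: restrictive glucose-based CSMM-D medium. Doses: one dose, 10 µM compound with 0.25% DMSO. Timing: 4 h preincubation and 48 h exposure at 30 °C. Detection: turbidity as optical density at 615 nm. Benchmarks: amphotericin B 10 µg/mL, positive.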
* hit, by the source's call; . = not tested or not shown.

SMILES	Yeast life ext	Phagocytosis inh	Measles CPE	E-sel TNF inh	bCat KO growth	GALR2 blocker	HCT116 PTEN-null	NPY-Y2 antag	MRP-1 activ	Yeast growth inh
CC(=O)Nc1ccccc1C(=O)OCC(=O)c1ccc2ccccc2c1	-28	1	12	-27	76	-4	82	1	-0.4	-30
COc1ccc(CCN(C)Cc2ccc(F)cc2F)cc1OC	-1	0	12	-14	87	0	.	4	-0.3	0
CC(C)(C)NCC(O)c1cc(Cl)c(N)c(Cl)c1 (stereo not drawn)	2	.	5	.	91	6	100	1	-0.8	-36
Cc1ccc(Cc2c(C)nc3nc(SCC(=O)N4CCC5(CC4)OCCO5)nn3c2C)cc1	-5	0	4	14	96	-6	95	8	-1.1	-38
CN(C)C(=O)Oc1ccc(-c2nnco2)cc1	-9	0	8	.	101	4	106	2	-1.2	1
CCN1CCN(Cc2ccc(C)cc2)CC1	6	0	6	95*	97	10	106	0	0.2	-31
CC12CN3CC(C)(CN(C1)C3c1cccs1)C2O (stereo not drawn)	-8	3	5	9	100	-2	105	1	0.1	6
CCn1c(O)c(/C=N/N2CCOCC2)c(=O)n(CC)c1=S	0	7	12	.	89	-2	83	2	-3.7	-16
Cn1c(O)c(C(=O)c2ccccc2F)c(=O)n(C)c1=O	6	1	4	-1	100	-4	95	6	0.7	-6
CCOC(=O)N1CCC(NC(=O)CCc2nc(C3=CCN(C)CC3)no2)CC1	16	.	9	-8	104	1	113	0	0.2	-15
CCOC(=O)c1sc(/N=C/c2c(O)n(-c3cccc(C)c3)c(=O)[nH]c2=O)c(C#N)c1C	-6	-7	20	-4	97	2	101	2	0.6	-26
COc1ccc(CCn2c(O)c(C=NCCN3CCCCC3)c(=O)[nH]c2=O)cc1OC	-5	-1	13	1	100	-6	99	3	0.3	-14

2 neighbouring compounds from above, quoted:
SMILES	Yeast life ext	Phagocytosis inh	Measles CPE	E-sel TNF inh	bCat KO growth	GALR2 blocker	HCT116 PTEN-null	NPY-Y2 antag	MRP-1 activ	Yeast growth inh
CCOC(=O)c1sc(/N=C/c2c(O)n(-c3cccc(C)c3)c(=O)[nH]c2=O)c(C#N)c1C	-6	-7	20	-4	97	2	101	2	0.6	-26
COc1ccc(CCn2c(O)c(C=NCCN3CCCCC3)c(=O)[nH]c2=O)cc1OC	-5	-1	13	1	100	-6	99	3	0.3	-14

Later entries
SMILES	Yeast life ext	Phagocytosis inh	Measles CPE	E-sel TNF inh	bCat KO growth	GALR2 blocker	HCT116 PTEN-null	NPY-Y2 antag	MRP-1 activ	Yeast growth inh
Cc1nc2nc(SCC(=O)N3CCC4(CC3)OCCO4)nn2c(C)c1Cc1ccccc1	-9	-1	8	-54	102	-1	90	14	-0.9	-9
COc1ccc(CCNCc2ccccc2F)cc1OC	.	.	6	2	92	-11	95	2	-2.6	-36
N=Cc1c(O)n(-c2ccc(C34CC5CC(CC(C5)C3)C4)cc2)c(=O)[nH]c1=O	-2	2	2	.	93	-5	99	3	-2.1	-25
O=c1[nH]c(N2CCN(Cc3ccc4c(c3)OCO4)CC2)nc2c1CCC2	-11	0	6	-33	98	-5	91	3	-0.7	-30
O=C(CNC(=O)c1ccccc1Cl)Nc1ccc(Br)cc1C(=O)c1ccccc1	-1	-5	23	.	72	-4	76	14	-2.4	-31
CCN(CC)S(=O)(=O)c1ccc(NN=C(C#N)C#N)cc1	1	-3	5	.	80	6	61	2	5.6*	2
CCN(CC)CCCNC(=O)c1c(O)c2ccccc2n(Cc2ccccc2)c1=O	0	.	77*	-5	39	9	47	15	-4.8	-21
NCC(CC(=O)O)c1ccc(Cl)cc1 (stereo not drawn)	-11	0	5	2	96	-4	98	1	-1.0	-29
CC(=O)N1CN2CN(C(C)=O)CC(C(=O)c3ccc(Br)cc3)(C2)C1	-17	-1	2	-49	98	3	101	-2	-1.6	-23
COc1ccc(OC)c(C2=NOC(C(=O)N3CCC4(CC3)OCCO4)C2)c1 (stereo not drawn)	-7	-1	9	1	111	5	100	1	-0.7	-17
COc1cc(/C=N/NC(=O)Cn2c([N+](=O)[O-])cnc2C)ccc1OC(=O)N(C)C	-10	1	0	14	99	-5	110	1	0.7	-69
COc1cc2c(cc1OC)C(C(=O)NCCC(C)C)C1CCCCN1C2=O (stereo not drawn)	8	0	5	3	86	1	91	3	-0.6	-48

4 entries from above, set out differently:
> CN(C)C(=O)Oc1ccc(-c2nnco2)cc1
  Yeast life ext: -9 | Phagocytosis inh: 0 | Measles CPE: 8 | E-sel TNF inh: . | bCat KO growth: 101 | GALR2 blocker: 4 | HCT116 PTEN-null: 106 | NPY-Y2 antag: 2 | MRP-1 activ: -1.2 | Yeast growth inh: 1

> CCN1CCN(Cc2ccc(C)cc2)CC1
  Yeast life ext: 6 | Phagocytosis inh: 0 | Measles CPE: 6 | E-sel TNF inh: 95* | bCat KO growth: 97 | GALR2 blocker: 10 | HCT116 PTEN-null: 106 | NPY-Y2 antag: 0 | MRP-1 activ: 0.2 | Yeast growth inh: -31

> CC12CN3CC(C)(CN(C1)C3c1cccs1)C2O (stereo not drawn)
  Yeast life ext: -8 | Phagocytosis inh: 3 | Measles CPE: 5 | E-sel TNF inh: 9 | bCat KO growth: 100 | GALR2 blocker: -2 | HCT116 PTEN-null: 105 | NPY-Y2 antag: 1 | MRP-1 activ: 0.1 | Yeast growth inh: 6

> CCn1c(O)c(/C=N/N2CCOCC2)c(=O)n(CC)c1=S
  Yeast life ext: 0 | Phagocytosis inh: 7 | Measles CPE: 12 | E-sel TNF inh: . | bCat KO growth: 89 | GALR2 blocker: -2 | HCT116 PTEN-null: 83 | NPY-Y2 antag: 2 | MRP-1 activ: -3.7 | Yeast growth inh: -16

(list continues)
SMILES	Yeast life ext	Phagocytosis inh	Measles CPE	E-sel TNF inh	bCat KO growth	GALR2 blocker	HCT116 PTEN-null	NPY-Y2 antag	MRP-1 activ	Yeast growth inh
Fc1ccc2c(c1)nnn2C1CCN(Cc2c(Cl)cccc2Cl)CC1	.	.	11	-3	83	-6	72	6	-1.2	-31
C/C(=N\Nc1ccccc1)c1c(O)n(Cc2ccccc2)c(=O)[nH]c1=O	7	2	2	.	91	5	89	-1	-2.5	-7
CCOC(=O)c1c(C)n(CCN2CCN(C)CC2)c2ccc(OC)cc12	-5	-2	6	2	93	-7	93	6	-5.0	12
CCOC(=O)C1=C(N)Oc2cc(C)oc(=O)c2C12C(=O)N1c3c(cccc32)C(C)=CC1(C)C (stereo not drawn)	6	-1	5	10	31	7	63	0	-2.9	-40
O=C(CN1CCCC1=O)Nc1ccccc1	-4	-1	7	-10	93	-22	113	2	0.2	-35
O=C(NCC(c1cccnc1)N1CCN(c2ccccc2)CC1)Oc1ccccc1 (stereo not drawn)	.	.	12	-13	75	-3	93	-1	-2.6	-26
CC12CCCCC1=NC(c1ccc(Br)cc1)N2O (stereo not drawn)	-14	0	8	-42	101	13	93	1	-0.5	-10
COc1ccccc1N1CCN(Cc2ccccc2F)CC1	-4	0	6	8	88	4	82	4	-0.8	-8
Cc1nc2ccccc2c(=O)n1-c1ccc(F)cc1	-11	0	31*	.	92	3	108	0	-0.4	-92
S=C1CN=C(c2ccccc2)c2cc(Cl)ccc2N1	.	.	9	42	95	3	85	4	-1.2	-29
CC(Cc1ccccc1)NC(=O)CN1CCCC1=O (stereo not drawn)	1	1	18	9	94	-8	106	-1	-1.8	-34
CC(C)CCn1c(N)c(C(=O)NCc2cccs2)c2nc3ccccc3nc21	-10	-1	5	12	62	0	59	2	-1.5	-47
O=Cc1cn(Cc2ccc([N+](=O)[O-])cc2)c2ccccc12	-2	9	11	.	77	2	88	2	-3.6	-13
CN1CCc2c(C#N)c(Cl)nc(Cl)c2C1	1	-5	11	12	54	-11	55	2	-6.0	-8
COc1ccc(CCn2c(O)c(C=NCCCO)c(=O)[nH]c2=O)cc1OC	-2	2	11	23	101	3	109	1	-0.2	-6
COc1cc(CN2CCN(C(=O)COc3ccccc3)CC2)cc(OC)c1OC	-10	.	3	26	103	4	104	3	-1.1	-35
CCCC1=C(C(=O)OCC)C2(C(=O)Nc3ccccc32)C(C#N)=C(N)O1 (stereo not drawn)	-23	0	10	0	80	-10	86	2	-1.7	-15
CN1C(=O)C(=CN2CCN(C(=O)c3ccco3)CC2)C(=O)N(C)C1=S	2	-7	6	.	80	-6	87	0	-2.1	-18
CC(NCc1cccc(Cl)c1Cl)C(O)c1ccccc1 (stereo not drawn)	2	-7	14	.	91	-3	91	6	-1.0	-18
O=C1C2CCCN2C(c2ccncc2)N1c1ccc(Cl)c(Cl)c1 (stereo not drawn)	-4	-2	8	.	85	2	81	0	-4.3	-44
CCOC(=O)C1=C(C)OC(N)=C(C(=O)OCC)[C@@]12C(=O)N(CC(N)=O)c1ccccc12	-11	3	4	.	93	0	.	-1	0.4	-2
O=C(c1ccccc1F)c1cn(Cc2ccc(F)cc2)c2ccccc12	8	-11	4	-15	82	-4	82	2	-1.3	-25
CCC(CC)NC1CCCCC1OC (stereo not drawn)	4	-11	26*	.	94	11	99	1	-1.0	-27
COc1ccc(Cn2c(O)c(C=Nc3c(C)n(C)n(-c4ccccc4)c3=O)c(=O)[nH]c2=O)cc1	6	-1	4	-7	96	0	100	1	0.5	-71
O=c1c2ccccc2nc(-c2ccc(Cl)cc2Cl)n1-c1ccncc1	-7	0	.	-43	60	-12	68	-1	-0.1	-2
CC1CCN(CC(=O)c2ccccc2Cl)CC1	-3	2	6	17	91	-8	97	3	4.7	-16
O=C(OCC(=O)c1ccc([N+](=O)[O-])cc1)/C(=C/c1ccc(Cl)cc1)NC(=O)c1ccccc1	-2	-4	14	23	103	3	99	1	-3.7	-2
COc1ccccc1CN1CCN(C(=O)COc2ccccc2)CC1	-7	1	-1	5	103	-10	109	5	-2.4	8
COc1cccc(N2C(=O)NC(=O)C3(Cc4cc(C)ccc4N(C)C3)C2=O)c1 (stereo not drawn)	-8	-1	11	7	98	-6	92	5	-0.3	-28
CCOC(=O)C1=C(N)OC2=C(C(=O)CCC2)C12C(=O)N(CC(N)=O)c1ccccc12 (stereo not drawn)	7	3	7	-9	95	-4	98	0	-2.3	-13
COc1ccc(Cc2nccc3cc(OC)c(OC)cc23)cc1OC	0	.	22	.	34	17	45	20*	-2.0	-37
CN1C(=O)/C(=C/c2ccc(N3CCCCCC3)o2)C(=O)NC1=S	.	.	9	5	80	-9	82	8	-1.6	-35

A portion of the library (hit frequency here may not be typical).
